MEKK2wt PB1 HTS – raises or lowers MEK5 binding to wildtype human MEKK2 PB1 domain | Q9Y2U5 | binding response (% of control), % at 10 µM | 290,000 tested, 1.1% active | bead flow cytometry, Alexa488-MEK5 binding to MEKK2 WT; actives lie on both sides | AID 1531; in the data active = binding response below about 67% or above about 130%
NALP1 yeast inh – blocks the NALP1 inflammasome reconstituted in yeast. S. cerevisiae NALP1/ASC/caspase-1 growth, X-gal OD620, 72 h. inhibition, % at 10 µM. 280,000 tested, 0.61% active. AID 2071; in the data active = inhibition mostly above about 24%, no sharp cut-off; inactive = mostly below about 32%; note: some compounds called inactive have numbers as strong as hits
M18AAP inhibitor – PfM18AAP enzyme inhibition. inhibition, % at 7.35 µM. AID 1822. recombinant PfM18AAP, H-Glu-NHMec fluorogenic cleavage. 290,000 tested, 1.2% active;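 active = inhibition above the campaign mean inhibition over all tested compounds plus 3 SD, cut at about 28% in these data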;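 note: 0% = plate median of test compound wells and 100% = 2 mM ZnCl2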
NS3 helicase inh – blocks Hepatitis C virus NS3 helicase unwinding; NS3 helicase DNA unwinding, Cy5 molecular beacon fluorescence; 290,000 tested, 0.56% active; inhibition, % at 10.9 µM;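 active = inhibition above the mean of all tested compounds plus 3 SD, set per campaign, cut at about 35% in these data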;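 note: 0% = DMSO wells and 100% = thioflavine S control wells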
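assay system = NS3 helicase fragment of HCV | buffer or medium = MOPS pH 6.5, MgCl2, DTT, Tween20, BSA | timing = 60 min unwinding reaction at 25 °C after ATP addition | signal = Cy5 beacon fluorescence read at start and 1 h | read-out basis = % inhibition of unwinding | control set = low DMSO, high thioflavine S at 110 µM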
SUMO HTRF inh – blocks human SUMOylation mediated by UBC9. 290,000 tested, 0.36% active. inhibition, % at 35 µM. HTRF SUMOylation assay, SAE1/SAE2 + UBC9, in vitro; in the data active = inhibition above about 50%, passing the limit was not always enough; note: strong numbers were not always called active
Target sequence (P63279 whole entry, looked up): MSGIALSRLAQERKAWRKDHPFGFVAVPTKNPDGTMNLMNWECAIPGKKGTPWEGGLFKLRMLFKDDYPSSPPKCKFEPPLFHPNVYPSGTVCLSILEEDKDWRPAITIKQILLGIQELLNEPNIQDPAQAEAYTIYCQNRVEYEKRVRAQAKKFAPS
IMP-1 inh – inhibitors of Pseudomonas aeruginosa IMP-1 metallo-beta-lactamase | purified IMP-1, nitrocefin hydrolysis, epi-absorbance fluorescence | inhibition, % at 5.6 µM | 290,000 tested, 0.45% active;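 active = inhibition above the mean plus 3 SD of all compounds in the same screening run, cut at about 4.5% in these data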;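 note: 0% = IMP-1 with DMSO and 100% = DMSO wells lacking enzyme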
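Material – recombinant IMP-1 enzyme, purified · Amount – IMP-1 0.2 nM before substrate addition · Medium – HEPES buffer pH 7.1 with ZnSO4 and Brij 35 · Timing – 25 °C, 15 min preincubation, 25 min reaction · Measured by – plate fluorescence quenching by hydrolysis product, ex 480/em 530 nm · Read-out – percent enzyme inhibition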
VIM-2 inh – blocks Pseudomonas aeruginosa VIM-2 metallo-beta-lactamase; purified VIM-2, nitrocefin hydrolysis, epi-absorbance fluorescence; 290,000 tested, 0.89% active; inhibition, % at 5.6 µM;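 active = inhibition above the mean of all tested compounds plus 3 SD, cutoff set per screening run, cut at about 7.5% in these data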;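 note: red hydrolysis product quenches plate fluorescence so inhibitors raise well fluorescence; 0% = enzyme with DMSO and 100% = DMSO without enzyme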
MEKK2mut PB1 HTS – signal of MEK5 binding to mutant human MEKK2 PB1 domain | bead flow cytometry, Alexa488-MEK5 binding to MEKK2 mutant | percent response, % at 10 µM | 290,000 tested, 0.35% active | AID 1530; in the data active = percent response above about 24%, passing the limit was not always enough; note: inactives centre near 1; some results filed as inactive read as strong as hits
FID counter – displaces DNA intercalator in HCV helicase counter-screen | 290,000 tested, 0.17% active | inhibition, % at 7.9 µM | AID 1845 | DNA fluorescent intercalator displacement, fluorescence; in the data active = inhibition above about 37%;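 note: 0% = vehicle and 100% = reference compound; higher means more ethidium bromide displaced from hairpin DNA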
* hit, by the source's call; . = no result given.

SMILES | MEKK2wt PB1 HTS | NALP1 yeast inh | M18AAP inhibitor | NS3 helicase inh | SUMO HTRF inh | IMP-1 inh | VIM-2 inh | MEKK2mut PB1 HTS | FID counter
Cc1ccc(CN2CCNC(=O)C2CC(=O)O)cc1 (stereo not drawn) | 108 | . | -12 | 2 | -2 | -3.7 | -3.1 | 4 | -2
NS(=O)(=O)c1cccc(NC(=O)/C=C/c2cccs2)c1 | 100 | 6 | -1 | -2 | 27 | -1.1 | -1.5 | 1 | -7
COCCNc1ncnc2nc[nH]c12 | 98 | 6 | 1 | -12 | 25 | -0.5 | -3.1 | 0 | -1
Cn1cnc([N+](=O)[O-])c1Sc1n[nH]c(N)n1 | 101 | 4 | -25 | 4 | 5 | -1.7 | -2.3 | 2 | -1
O=C(C[n+]1ccccc1)Nc1ccccc1C(F)(F)F | 106 | 0 | 4 | 5 | 1 | -1.8 | -2.0 | 1 | 1
Nc1ccc2nc(CCCCCCCCc3nc4ccc(N)cc4[nH]3)[nH]c2c1 | 140* | 10 | -2 | -53 | -10 | -2.8 | -4.0 | 9 | 9
C=CCSc1nsc(NC(=O)Nc2cccc(C(C)=O)c2)n1 | 111 | 16 | 1 | -3 | 4 | -2.3 | -3.7 | 3 | -10
O=C(Cc1ccc(F)cc1)NCc1cccnc1 | 92 | 5 | -2 | 5 | 4 | -5.0 | -0.3 | -3 | -2
CN(CCCNC(=O)C1CCCN(S(=O)(=O)c2cnc[nH]2)C1)c1ccccc1 (stereo not drawn) | 102 | -11 | 6 | -9 | -7 | -2.2 | 2.9 | 1 | -2
Cc1ccc(NC(=O)c2nc3nccc(C)n3n2)c(C)c1 | 96 | 7 | 1 | 3 | 14 | -4.5 | -5.4 | -2 | -2
Cn1cc(/C(Cc2ccccc2)=N\O)c2ccccc21 | 93 | 25 | 2 | 0 | 5 | -0.8 | 2.5 | -2 | 4
CCOC(=O)c1c(NCc2ccccc2)n[nH]c1C | 97 | 19 | 3 | 9 | 11 | -3.3 | -2.1 | 0 | -24
Cc1ccc(S(=O)(=O)N2CCN(c3ccccc3)CC2)cc1 | 97 | 12 | -2 | 1 | 5 | 0.2 | 2.7 | 1 | -7
Cc1nc(CCNC(=O)Cc2ccc(F)cc2)cs1 | 104 | 20 | -3 | 8 | 13 | -4.0 | -8.2 | 1 | -5
CCOC(=O)c1[nH]c(C)c(C(=O)c2ccc(C)cc2)c1C | 107 | 17 | -6 | -3 | -4 | -4.1 | -3.9 | 8 | -19
COc1ccc2c(c1)c1ncnc(N3CCN(Cc4ccc5c(c4)OCO5)CC3)c1n2C | 113 | 20 | -9 | 2 | 4 | -2.5 | -1.5 | 14 | -4
CCOc1ccc(NCC(=O)N/N=C/C=C/c2ccccc2)cc1 | 102 | 21 | 11 | -11 | -6 | -5.5 | -3.9 | 0 | -10
CSc1nnc(CNS(=O)(=O)c2ccc(F)cc2)n1C | 98 | 15 | -2 | 2 | -4 | -3.8 | -0.9 | -2 | -1
N/C(CS(=O)(=O)c1ccccn1)=N\OC(=O)c1ccccc1Cl | 102 | -9 | 1 | 6 | -23 | -3.3 | -2.1 | 1 | -5
COC(=O)[C@@]1(Cc2ccc(OC)cc2)[C@H]2c3cc(C(=O)N(C)C)n(CCSCCO)c3C[C@H]2CN1C(=O)c1ccccc1 | 95 | 12 | -3 | -1 | -24 | -3.2 | -5.2 | 2 | -63
Cc1cccc(OCC(=O)N2CCC(N3CCCCCC3)CC2)c1 | 125 | 10 | -3 | 0 | 15 | -3.9 | 1.2 | 6 | 16
O=c1ccc(-c2nc3cc(Cl)ccc3n2Cc2ccccc2)c[nH]1 | 110 | 10 | 12 | 6 | 21 | -3.0 | -1.8 | 4 | -34
COc1cc(C2NC(=O)NC(C)=C2C(=O)OC2CCCC(C)C2)ccc1O (stereo not drawn) | 97 | 32 | 6 | -9 | 3 | -4.5 | -1.7 | 2 | -29
Cc1cc(NCCCOC(C)C)n2c(nc3ccccc32)c1C#N | 106 | 9 | 2 | -4 | 19 | 0.3 | 30* | 1 | -34
Cc1cc(C)n2nc(C(=O)Nc3ccc4c(c3)CCC4)nc2n1 | 100 | 4 | -15 | 2 | -1 | -2.0 | -0.8 | 3 | -4
CCN(CC)CCCSc1nc2ccccc2s1 | 106 | 12 | 6 | 2 | -1 | -2.5 | -2.0 | -4 | 9
CC(C)CC(=O)Nc1ccc(-c2nnn(CC(=O)NCc3ccco3)n2)cc1 | 107 | 12 | 5 | -3 | 20 | -3.6 | -1.2 | 7 | -11
COc1ccc(OCC(=O)Nc2cccc(OC)c2)cc1 | 96 | 25 | -8 | 1 | 0 | -5.8 | -2.8 | 0 | -7
CCC1(c2ccccc2)NC(=S)N(c2ccc(C)cc2)N1 (stereo not drawn) | 98 | 6 | 18 | -16 | -6 | -3.2 | -3.6 | -5 | -13
CSc1nc(C)cc(SC(C(C)=O)C(=O)Nc2ccccc2)n1 (stereo not drawn) | 108 | 10 | 17 | -4 | 25 | -0.4 | 1.1 | 3 | 3
Cc1nc(NCc2cccnc2)c2c3c(sc2n1)CC(C)CC3 (stereo not drawn) | 93 | -5 | -5 | -3 | -2 | -0.9 | 9.9* | -5 | -23
COc1c(O)ccc2c1CN1CCc3cc4c(cc3C1C2)OCO4 (stereo not drawn) | 112 | . | 42* | -4 | 13 | -0.8 | 0.9 | 55 | -7
COC(=O)C1=C(C)N=C2SC(C#N)=C(N)N2C1c1ccc(OC)cc1 (stereo not drawn) | . | 20 | 3 | -1 | 23 | -2.8 | 0.0 | . | 0
O=C(OCc1ccccc1)C1=NNC2C(=O)N(c3ccc(Br)cc3)C(=O)C12 (stereo not drawn) | 91 | 9 | 4 | -6 | 1 | -1.1 | -0.2 | -3 | -20
CN(C)S(=O)(=O)c1cccc(NC(=S)N(CCC#N)Cc2cccnc2)c1 | 98 | -13 | 0 | 3 | 8 | -4.2 | -3.2 | 0 | -1
COc1ccc(Br)cc1CN1CCSCC1 | 109 | 15 | 0 | -8 | -8 | -1.4 | -2.5 | 8 | 0
COc1ccc(CC(=O)N/N=C/c2cccs2)cc1OC | 103 | 4 | -9 | 18 | -7 | 0.3 | -1.1 | -1 | -6
NC(=O)C1CCN(C2=C(NS(=O)(=O)c3ccccc3)C(=O)c3ccccc3C2=O)CC1 | 96 | -3 | 0 | -6 | 76 | 0.2 | 8.8* | -5 | 0
NC(=O)C1(N2CCCCC2)CCN(CC(=O)Nc2ccccc2-c2ccccc2)CC1 | 102 | 12 | 0 | -4 | 8 | 0.4 | -2.0 | 4 | -1
CCc1cc2c(=O)n(Cc3ccco3)c(SCc3c(C)noc3C)nc2s1 | 94 | -4 | -44 | 51* | 2 | 0.2 | -1.6 | 1 | -48
CC(C)OC(=O)c1cccc(C(=O)Oc2ccccc2)n1 | 103 | 1 | 10 | 7 | -9 | -1.5 | -2.5 | 3 | -11
Cc1ccc(-c2noc(-c3c(C)noc3C)n2)cc1 | 100 | 1 | -3 | -7 | 9 | -0.1 | -1.1 | -1 | -4
O=C(/C=C/c1cccnc1)c1ccc(O)cc1 | 102 | -9 | 5 | 5 | 22 | -2.6 | -1.5 | 7 | -1
CS(=O)(=O)N(Cc1ccccc1Cl)c1ccc(C(=O)NCc2ccccn2)cc1 | 98 | 27 | 0 | 7 | -4 | -2.4 | -3.2 | 1 | -26
COc1ccc(C(=S)N2CCCCC2)cc1Br | 101 | 8 | -1 | 8 | -2 | -2.2 | -2.4 | 2 | -7
CC(C)(C)c1ccc(Cn2nnc3c(=O)[nH]c(C4CCCN(C(=O)c5cccs5)C4)nc32)cc1 (stereo not drawn) | 94 | 4 | -3 | -10 | 6 | -2.6 | -2.2 | -1 | -40
O=C1C(Cl)=C(NCC2CCCO2)C(=O)N1C1CCCCC1 (stereo not drawn) | 93 | 15 | 5 | 5 | 21 | -2.3 | -2.1 | -2 | -7
COc1ccc(CCNC(=O)CSc2ccc3ccccc3c2)cc1OC | 111 | 20 | -6 | 1 | 13 | -2.5 | -3.3 | 4 | -24

3 of the compounds above, field by field:
mol: COc1ccc(Br)cc1CN1CCSCC1
  MEKK2wt PB1 HTS: 109	NALP1 yeast inh: 15	M18AAP inhibitor: 0	NS3 helicase inh: -8	SUMO HTRF inh: -8	IMP-1 inh: -1.4	VIM-2 inh: -2.5	MEKK2mut PB1 HTS: 8	FID counter: 0
mol: COc1ccc(CC(=O)N/N=C/c2cccs2)cc1OC
  MEKK2wt PB1 HTS: 103	NALP1 yeast inh: 4	M18AAP inhibitor: -9	NS3 helicase inh: 18	SUMO HTRF inh: -7	IMP-1 inh: 0.3	VIM-2 inh: -1.1	MEKK2mut PB1 HTS: -1	FID counter: -6
mol: NC(=O)C1CCN(C2=C(NS(=O)(=O)c3ccccc3)C(=O)c3ccccc3C2=O)CC1
  MEKK2wt PB1 HTS: 96	NALP1 yeast inh: -3	M18AAP inhibitor: 0	NS3 helicase inh: -6	SUMO HTRF inh: 76	IMP-1 inh: 0.2	VIM-2 inh: 8.8*	MEKK2mut PB1 HTS: -5	FID counter: 0

Additional results follow:
SMILES | MEKK2wt PB1 HTS | NALP1 yeast inh | M18AAP inhibitor | NS3 helicase inh | SUMO HTRF inh | IMP-1 inh | VIM-2 inh | MEKK2mut PB1 HTS | FID counter
O=C(c1sc2ccccc2c1Cl)N1CCN(c2ccccc2F)CC1 | 95 | 11 | 15 | 7 | -8 | 0.4 | 2.2 | -4 | -6
COc1ccc2c(c1)C(C)CC(C)(C)N2C(=O)Nc1ccccc1 (stereo not drawn) | 110 | 16 | 1 | 7 | 13 | -4.6 | -0.8 | 6 | 2
O=C(CN(Cc1ccccc1)S(=O)(=O)c1ccccc1)N/N=C/c1ccc([N+](=O)[O-])cc1 | 106 | 27 | 0 | -2 | 8 | -0.8 | -0.9 | 1 | 4
CCOc1ccc(OCCN2C(=O)NC(Cc3c[nH]c4ccccc34)C2=O)cc1 (stereo not drawn) | 98 | -10 | 5 | -12 | -10 | -4.3 | -0.7 | -1 | -9
CCCCN(C)CCCNC(=O)c1cc(=O)[nH]c2ccc(S(=O)(=O)N3CCCCC3C)cc12 (stereo not drawn) | 103 | -4 | -17 | 21 | -2 | -3.2 | -1.7 | 9 | 7
N#Cc1c(-c2ccccc2)ccn(Cc2ccc(Cl)cc2)c1=O | 108 | -3 | 4 | -7 | 12 | -3.2 | -4.4 | 7 | -14
C=CCn1c(SCC(=O)c2c(N)n(CCC)c(=O)n(C)c2=O)nnc1-c1ccncc1 | 103 | -1 | -1 | 7 | 1 | -2.1 | -1.5 | 3 | -5
COc1cccc(-c2nc(CS(=O)(=O)CC(=O)Nc3cc(OC)ccc3OC)c(C)o2)c1 | 103 | 21 | 3 | -25 | 19 | -0.2 | -1.3 | 1 | -35
Cc1ccc2c(c1)NC(C(C)(C)C)CO2 (stereo not drawn) | 102 | 0 | -3 | 85* | 9 | -1.7 | -2.0 | 6 | 7
CCN(CC(=O)NCc1cccs1)c1ccc(S(=O)(=O)N2CCCC2)cn1 | 105 | -8 | 3 | -6 | 18 | -3.1 | -5.2 | 0 | -5
CCc1nnc(NS(=O)(=O)c2ccc(NC(=O)c3ccc(S(=O)(=O)N(CC)CC)cc3)cc2)s1 | 104 | 3 | 6 | 25 | 3 | -3.2 | -3.3 | 7 | -24

Assay outcomes: PubChem BioAssay, several laboratories
